HDAC3 inh: HDAC3 deacetylase inhibitors, primary screen, biochemical, fluorescence, cell-free homogeneous; Histone deacetylase 3 (Homo sapiens), O15379; recombinant HDAC3, fluorogenic peptide/trypsin coupled; inhibition, % at 8.3 µM; hit rate 0.15% among 320,000; AID 2718, 2010; in the data active = inhibition above about 26%, passing the limit was not always enough
KCNQ1 inh: inhibitors of human KCNQ1 channel, primary screen, cell-based, thallium flux, high-throughput; CHO-K1 KCNQ1, FluxOR thallium flux fluorescence; active compounds read high; B-score at 10 µM; hit rate 1.3% among 310,000; AID 2642, 2010;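 active = compounds whose thallium flux B-score, printed positive for inhibition, exceeds three library SD while starting fluorescence stays within three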;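 note: channel opened by potassium depolarization with thallium stimulus after 20 min compound exposure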
KCNQ1 pot: potentiators or activators of KCNQ1 channel, primary screen, cell-based, thallium flux, high-throughput. Potassium voltage-gated channel subfamily KQT member 1 (Homo sapiens), P51787. CHO-K1 KCNQ1, thallium flux FluxOR fluorescence; active compounds read high. B-score at 10 µM. hit rate 0.35% among 310,000. AID 2648, 2010;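 active = fluorescence ratio B-score, a plate-corrected score, at least three library SD, with initial intensity B-score within 5 SD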
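Doses: Single concentration per compound, DMSO matched to controls | Test system: KCNQ1-transfected CHO-K1 cells | Timing: 90 min dye loading and 20 min compound exposure, both at room temperature | Measured by: Kinetic FluxOR thallium fluorescence, 10-s 1-Hz baseline, 110-s post-stimulus read | Medium: Assay buffer with matched DMSO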
hERG protect: hERG rescue from dofetilide block, primary screen, cell-based, CHO-hERG, FluxOR thallium flux, dofetilide IC70; activation (rescue from dofetilide block), less the hit threshold, % at 10 µM; dofetilide IC70 present; hit rate 0.51% among 310,000; Voltage-gated inwardly rectifying potassium channel KCNH2 (Homo sapiens), Q12809; AID 1511, 2009;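 active = activation above the mean of controls blocked by dofetilide plus 5 SD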;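 note: thallium influx through hERG after potassium depolarization seen as dye fluorescence rise; in these data hits start at about 4.7%; inactives centre near -7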
TMEM16A act: TMEM16A chloride channel activators or potentiators, primary screen, cell-based, HTS; hit rate 0.3% among 340,000; B-score at 10 µM; HEK293 TMEM16A/YFP-H148Q/I152L, iodide quench fluorescence; active compounds read low;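 active = fluorescence-ratio B-score plate-corrected deviation score at least 3 library SD below zero, with starting fluorescence score within 5 deviations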;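 note: channel opened by trigger with iodide after compound preincubation; score built on the fluorescence ratio of max minus min over baseline; more negative score means more quench and so TMEM16A activation or potentiation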
Target sequence (Q8BHY3 whole entry, looked up): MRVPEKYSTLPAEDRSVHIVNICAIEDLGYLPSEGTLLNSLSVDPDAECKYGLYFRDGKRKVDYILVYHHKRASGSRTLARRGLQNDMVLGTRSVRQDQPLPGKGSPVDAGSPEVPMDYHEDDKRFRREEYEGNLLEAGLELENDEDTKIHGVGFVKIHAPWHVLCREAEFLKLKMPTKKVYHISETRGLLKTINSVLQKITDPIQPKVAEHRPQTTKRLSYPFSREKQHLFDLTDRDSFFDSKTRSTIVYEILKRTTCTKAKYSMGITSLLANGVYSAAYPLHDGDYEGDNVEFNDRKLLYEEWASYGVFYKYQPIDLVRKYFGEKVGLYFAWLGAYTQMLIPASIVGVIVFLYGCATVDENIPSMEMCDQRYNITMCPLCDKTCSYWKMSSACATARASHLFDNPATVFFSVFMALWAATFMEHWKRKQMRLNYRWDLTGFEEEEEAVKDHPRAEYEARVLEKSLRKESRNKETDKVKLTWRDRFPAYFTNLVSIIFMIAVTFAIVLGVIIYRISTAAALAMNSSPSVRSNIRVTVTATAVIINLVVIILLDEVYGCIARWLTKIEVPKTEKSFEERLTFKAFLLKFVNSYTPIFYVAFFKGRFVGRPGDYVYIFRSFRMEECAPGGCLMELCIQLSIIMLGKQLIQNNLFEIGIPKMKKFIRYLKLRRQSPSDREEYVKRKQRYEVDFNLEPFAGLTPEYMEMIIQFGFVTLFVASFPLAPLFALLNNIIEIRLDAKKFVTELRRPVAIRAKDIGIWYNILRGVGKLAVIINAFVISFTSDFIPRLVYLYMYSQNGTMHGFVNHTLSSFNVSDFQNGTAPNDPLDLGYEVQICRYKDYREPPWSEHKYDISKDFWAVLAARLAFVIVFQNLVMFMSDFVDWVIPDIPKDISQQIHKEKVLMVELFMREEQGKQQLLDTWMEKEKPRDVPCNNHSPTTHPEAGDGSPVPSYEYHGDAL
SKKanGAS inh: S. pyogenes SKKanGAS growth inhibitors in kanamycin, primary screen, streptokinase expression inhibitor project, SKKanGAS strain, BacTiter-Glo luminescence; 6 h; inhibition, % at 7.5 µM; hit rate 1.3% among 300,000; AID 1662, 2009;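 active = mean replicate score, as percent of positive control median, at least 50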;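 note: strain carries kanamycin resistance gene driven by streptokinase promoter and grows in 40 µg/ml kanamycin; loss of luminescence reflects streptokinase promoter inhibition or plain growth inhibition; 0% = median of DMSO wells and 100% = positive control at its reference dose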
ANO1 block: TMEM16A chloride channel inhibitors, primary screen, cell-based, HTS; Anoctamin-1 (Mus musculus), Q8BHY3; HEK293 TMEM16A/YFP iodide influx fluorescence, ionomycin; normalized B-score (activity score, 25-100; higher = stronger inhibition) at 10 µM; hit rate 1.2% among 310,000; AID 588511, 2011;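 active = ratio plate-corrected score three or more library SD toward inhibition, starting fluorescence score within five deviations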;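 note: score derived from kinetic fluorescence span divided by baseline fluorescence per well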
KCNK9 block: KCNK9 potassium channel inhibitors, primary screen, HEK293 cells, thallium flux | FluxOR thallium flux fluorescence; active compounds read low | B-score at 10 µM | hit rate 1.2% among 310,000 | AID 488922, 2010;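 active = ratio B-score over 3 SD below the library mean, with starting fluorescence within 5 SD of its mean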;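 note: negative B-score means less thallium flux so channel inhibition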
RGS4 block: RGS4 inhibitors, primary screen, cell-based, HEK293 M3R inducible RGS4, calcium flux; Regulator of G-protein signaling 4 (Homo sapiens), P49798; Fluo-4 calcium flux; active compounds read high; triggered by carbachol at its EC20; B-score at 10 µM; hit rate 0.45% among 310,000; AID 463165, 2010;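 active = B-score, a plate-corrected calcium signal, over three deviations above library mean, with baseline fluorescence within five deviations of library mean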;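 note: RGS4 expression induced by doxycycline in cells with stable M3 receptor; B-score is computed from the integrated fluorescence ratio over baseline after carbachol; higher B-score means a larger calcium signal and so more RGS4 inhibition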
KCNK3 inh: human KCNK3 channel inhibitors, primary screen, CHO cells, FluxOR thallium flux, B-score | Potassium channel subfamily K member 3 (Homo sapiens), O14649 | FluxOR fluorescence; active compounds read low | B-score at 10 µM | hit rate 0.84% among 340,000;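 active = B-score under library mean minus 4 SD, starting fluorescence ratio at most library mean plus 5 SD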;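 note: more negative B-score means stronger inhibition of thallium flux through KCNK3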
RGS4 pot: RGS4 potentiators or activators, primary screen, cell-based, HEK293 M3R inducible RGS4, calcium flux; B-score at 10 µM; carbachol calcium flux Fluo4; active compounds read low; hit rate 0.92% among 310,000;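 active = B-score of the integrated calcium signal more than 4 SD below the library mean, with starting fluorescence not abnormally high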;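 note: negative B-score means reduced calcium response which marks RGS4 activation or potentiation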
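Reagent: ECmax carbachol challenge; Test system: M3R-expressing HEK293 line, RGS4 induced by doxycycline; Schedule: overnight RGS4 induction, 30 min dye load 37 °C, 20 min compound RT; Detection: calcium dye Fluo4 fluorescence; Read-out: Agonist-evoked peak-minus-minimum fluorescence over baseline, integrated ratio, B score.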
* marks the source's active call; other numbers are inactive results; i = inactive; . = not tested or not shown.

The line under a structure holds: HDAC3 inh, KCNQ1 inh, KCNQ1 pot, hERG protect, TMEM16A act, SKKanGAS inh, ANO1 block, KCNK9 block, RGS4 block, KCNK3 inh, RGS4 pot
- CC(Cc1ccccc1)NC(=O)C1CCCNC1=O (configuration not stated)
    -3.9, i, i, 2.6, i, -5.3, i, i, i, i, i
- COc1ccc(S(=O)(=O)n2nc(OC(C)=O)cc2N(C(C)=O)C(C)=O)cc1
    -6.9, i, i, -6.8, i, -2.0, i, i, i, i, i
- COC(=O)c1ccc(CN2C(=O)NC3(CCCc4ccccc43)C2=O)o1 (configuration not stated)
    8.2, i, i, -4.6, i, -5.2, i, i, i, i, i
- CCc1cc(C(=O)N(CC(C)C)c2c(N)n(Cc3ccccc3)c(=O)[nH]c2=O)sc1C
    4.8, i, i, -18.6, i, 1.9, i, i, i, i, i
- CNC(=O)CCCCCNS(=O)(=O)c1ccc(C)cc1
    -6.8, i, i, 0.4, i, 0.3, i, i, i, i, i
- CSc1nnc(C(C)(C)C)c(=O)n1/N=C/c1ccc(Cl)cc1
    2.1, i, i, -6.4, i, -4.9, i, i, i, i, i
- Cc1ccccc1NC(=O)C1C2CCC(O2)C1C(=O)O (configuration not stated)
    -0.5, i, i, -1.7, i, 2.1, i, i, i, i, i
- Oc1ccc2ccccc2c1C=NCc1ccccc1
    -0.1, i, i, -3.4, i, 5.2, i, i, i, i, i
- COc1ccccc1CNC(=O)COc1ccccc1C
    4.6, i, i, -7.7, i, 15.6, i, i, i, i, i
- O=C(O)COCC(=O)Nc1ccccc1-c1ccccc1
    0.7, i, i, -9.2, i, 5.7, i, i, i, i, i
- Cc1c(NC(=O)C(C)OC(=O)CC2CC3CCC2C3)c(=O)n(-c2ccccc2)n1C (configuration not stated)
    2.5, i, i, -11.9, i, -3.0, i, i, i, i, i
- CCCn1nnc(NC(=O)COc2ccc(C3CCCCC3)cc2)n1
    ., i, i, -6.6, i, 7.6, 100*, i, i, i, i
- N#CC1=C(N)OC2=C(C(=O)CCC2)C1C1CC=CCC1 (configuration not stated)
    -5.4, i, i, -2.6, i, -6.5, i, i, i, i, i
- CN(c1ncnc(N)c1[N+](=O)[O-])C1CCS(=O)(=O)C1 (configuration not stated)
    3.3, i, i, -11.3, i, -15.2, i, i, i, i, i
- O=C(NCC[C@@H]1C[C@@H]2C=C[C@H]1C2)c1cc(COc2ccc(F)cc2F)on1
    5.6, i, i, -8.1, i, 4.7, i, -20.7*, i, i, i
- CC(C)Nc1ccc(Nc2ccnc3cc4ccccc4cc23)cc1
    ., 9*, i, -32.9, i, 5.0, i, i, i, i, -9.9*
- COC(=O)c1cn(NC(=O)/C=C/c2cccc(OC)c2OC)c(=O)c2ccccc12
    1.4, i, i, -13.1, ., -3.9, i, i, i, ., i
- O=C(CN1C(=O)c2ccccc2S1(=O)=O)NCc1ccccc1
    0.2, i, i, -2.6, i, -1.3, i, i, i, i, i
- CNC(=O)c1ccc(-c2cc(C(F)(F)F)nn2C)s1
    -10.4, i, i, -7.1, i, -10.2, i, i, i, i, i
- COc1ccc(CCNC(=O)CCC(=O)N2CCN(S(=O)(=O)c3ccccc3)CC2)cc1OC
    -1.4, i, i, -6.2, i, 9.9, i, i, i, i, i
- Cc1ccc(Nc2nc(-c3ccc(O)c(O)c3)cs2)nc1
    ., i, i, -30.6, ., 5.2, ., i, i, ., i
- Cc1ccc(S(=O)(=O)CCN2CCN(c3ccccn3)CC2)cc1
    -2.1, i, i, -5.4, i, 5.7, i, i, i, i, i
- FC(F)(F)c1ccc(Oc2ccccc2Cl)nc1
    -10.3, i, i, -6.0, i, -3.1, i, i, i, i, i
- Cc1ccc(CN2CCN(Cc3ccc(Oc4ncccn4)cc3)CC2CCO)cc1 (configuration not stated)
    -5.2, i, i, -8.0, i, -14.6, i, i, i, i, i
- COc1ccc(CCNC(=O)COC(=O)Cc2ccc(OC)cc2)cc1
    -1.0, i, i, -6.1, i, 22.3, i, i, i, i, i
- O=C(Nc1cc(C(F)(F)F)ccc1N1CCOCC1)c1ccccc1F
    7.1, i, i, -8.2, i, -11.4, i, i, i, i, i
- O=C(Nc1ccc2ccccc2c1)/C(=C\c1ccc2c(c1)OCO2)NC(=O)c1ccco1
    3.2, i, i, -5.9, i, 7.8, i, i, i, i, i
- CC(CNC(=O)c1ccc(-c2ccccc2)cc1)CN(C)C (configuration not stated)
    -1.6, i, i, -5.0, i, 2.4, i, i, i, i, i
- Cc1ccc2nc(-c3cc(N)cc(N)c3)oc2c1
    2.5, i, i, -11.0, i, 8.1, i, i, i, i, i
- Cc1cccc(C)c1N(CC(=O)N/N=C/c1cc(Br)c(C)o1)S(C)(=O)=O
    4.3, i, i, -7.4, i, -1.2, i, i, i, i, i
- O=C(Nc1nncs1)C1c2ccccc2Oc2ccccc21
    6.1, i, i, -5.8, i, -16.2, i, i, i, i, i
- CCOC(=O)C1=C(C)NC(C)=C(C(=O)OCC)C1c1ccco1
    -2.1, i, i, -1.6, i, 2.2, i, i, i, i, i
- Cc1cc(-c2ccc(C(C)C)c(S(=O)(=O)Nc3cc(C)on3)c2)on1
    4.3, i, i, -4.9, i, 12.5, i, i, i, i, i
- COc1ccccc1Nc1ncccc1[N+](=O)[O-]
    -7.2, i, i, -3.6, i, 8.9, i, i, i, i, i
- O=c1cc(N2CCc3ccccc32)[nH]c(=O)n1Cc1ccc(F)cc1
    -4.2, i, i, -4.8, i, 5.0, i, i, i, i, i
- Cc1ccc2nc(N3CCN(C=O)CC3)nc(-c3ccccc3)c2c1
    -4.3, i, i, -8.4, i, 0.4, i, i, i, i, i
- CCN1CCN(c2cc(C(C)(C)C)nc3c(-c4ccccc4)c(C)nn23)CC1
    18.1, i, i, -18.8, i, 2.8, i, i, i, i, i
- O=C(Cc1ccccc1)NCCc1cn2ccsc2n1
    1.7, i, i, -2.5, i, 0.0, i, i, i, i, i
- NS(=O)(=O)c1ccc2nc(NC(=O)c3ccncc3)sc2c1
    -1.8, i, i, -8.5, i, 5.2, i, i, i, i, i
- CC(=O)c1cnc2nc(SCc3ccc(Cl)cc3)nn2c1C
    3.6, i, i, -9.3, i, 2.4, i, i, i, i, i
- CCc1ncc(CN2CCCC(C(=O)Nc3cccc(-c4ccc(F)cc4)c3)C2)cn1 (configuration not stated)
    -9.5, i, i, -14.6, i, 2.5, i, i, i, i, i
- O=c1[nH]cnc2c1ncn2[C@@H]1C[C@@H](O)[C@H](CO)O1
    -0.2, i, i, -2.6, i, -10.4, i, i, i, i, i
- Cc1c(C)c2ccc(OS(C)(=O)=O)c(C)c2oc1=O
    -5.2, i, i, -3.9, i, 8.3, i, i, i, i, i
- CCC(=O)Nc1cc(C)c(NC(=O)c2ccco2)cn1
    1.5, i, i, -4.1, i, 14.4, i, i, i, i, i
- O=[N+]([O-])c1cc(C2Nc3cccc4cccc(c34)N2)ccc1Cl
    -10.3, i, i, -1.7, i, -4.4, i, i, i, i, i
- COC(=O)Cc1c(C)c2ccc(OCc3nn[nH]n3)cc2oc1=O
    -39.9, i, i, -4.3, i, -0.5, i, i, i, i, i
- COc1cccc(CNC(=O)Cn2ccc3cc(S(=O)(=O)N4CCC(C)CC4)ccc32)c1
    9.9, i, i, -6.5, i, 5.7, i, i, i, i, i
- Cc1cc(C)n(S(=O)(=O)c2cccc([N+](=O)[O-])c2)n1
    -4.1, i, i, -7.1, i, 2.7, i, i, i, i, i
- CC[N+](CC)(CC)CCCCOc1ccc2c(c1)C(=O)c1cc(OCCCC[N+](CC)(CC)CC)ccc1-2
    6.8, i, i, -7.1, i, 2.7, i, i, i, i, i
- CCOC(=O)CC1C(=O)NCCN1C(=O)c1sc2ccccc2c1Cl (configuration not stated)
    -4.6, i, i, -13.2, i, 4.6, i, i, i, i, i
- O=C(OCc1nnc(-c2ccc(Br)cc2)o1)c1cncc(Br)c1
    5.4, i, i, -8.1, i, 0.6, i, i, i, i, i
- O=S(=O)(c1cccc(Cl)c1)N1CCCC1
    -0.3, i, i, -6.2, i, -10.4, i, i, i, i, i
- CCC(c1nnc(SCC(=O)NNC(=O)c2ccccc2)n1Cc1ccccc1)N(C)C (configuration not stated)
    6.3, i, i, -10.9, i, -9.5, i, i, i, i, i
- Cc1nn(-c2ccccc2)c(C)c1C=O
    5.8, i, i, -6.7, i, -2.6, i, i, i, i, i
- COc1cccc(C(=O)N2CCN(Cc3ccccc3Br)CC2)c1
    -0.2, i, i, -6.8, i, 18.7, i, i, i, i, i
- O=C(CSc1ccc(-c2ccc(F)cc2)nn1)NCc1ccco1
    -0.6, i, i, -9.4, i, 5.6, i, i, i, i, i
- CSc1cccc(NC(=O)CN(C)S(=O)(=O)c2cnc[nH]2)c1
    -4.1, i, i, -9.8, i, -0.7, i, i, i, i, i
- C=CCc1cccc(C2Nc3ccccc3C(=O)N2O)c1O (configuration not stated)
    4.8, i, i, 1.2, i, 9.5, i, i, i, i, i
- CCN(CC(=O)Nc1c(F)cccc1F)C(=O)c1cc(S(=O)(=O)N2CCOCC2)ccc1N1CCCC1
    2.2, i, i, -10.9, i, -0.8, i, i, i, i, i

Source: PubChem
